# Mdm2-MdmX inh: inhibitors of human Mdm2/MdmX interaction. SaOS-2 split-luciferase Mdm2/MdmX complementation, luminescence. inhibition, % at 8 µM. actives 3% (n = 330,000). AID 485346;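 active = inhibition of at least 50% at 8 µM in the primary screen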
# Target sequence (O15151 whole entry, looked up): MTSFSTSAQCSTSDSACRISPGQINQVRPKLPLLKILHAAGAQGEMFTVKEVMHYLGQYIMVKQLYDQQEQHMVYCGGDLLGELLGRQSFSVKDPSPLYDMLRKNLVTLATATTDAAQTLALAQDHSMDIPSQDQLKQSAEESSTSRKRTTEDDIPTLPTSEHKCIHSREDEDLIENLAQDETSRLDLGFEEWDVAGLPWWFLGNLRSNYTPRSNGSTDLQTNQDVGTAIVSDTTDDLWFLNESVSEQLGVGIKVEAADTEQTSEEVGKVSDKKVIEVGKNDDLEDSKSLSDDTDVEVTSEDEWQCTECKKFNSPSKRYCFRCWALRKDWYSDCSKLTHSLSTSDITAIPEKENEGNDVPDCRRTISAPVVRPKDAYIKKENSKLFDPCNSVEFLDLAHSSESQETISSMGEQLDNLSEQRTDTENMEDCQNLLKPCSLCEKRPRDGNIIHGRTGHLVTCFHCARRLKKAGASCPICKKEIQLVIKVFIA
# Target sequence (Q00987 whole entry, looked up): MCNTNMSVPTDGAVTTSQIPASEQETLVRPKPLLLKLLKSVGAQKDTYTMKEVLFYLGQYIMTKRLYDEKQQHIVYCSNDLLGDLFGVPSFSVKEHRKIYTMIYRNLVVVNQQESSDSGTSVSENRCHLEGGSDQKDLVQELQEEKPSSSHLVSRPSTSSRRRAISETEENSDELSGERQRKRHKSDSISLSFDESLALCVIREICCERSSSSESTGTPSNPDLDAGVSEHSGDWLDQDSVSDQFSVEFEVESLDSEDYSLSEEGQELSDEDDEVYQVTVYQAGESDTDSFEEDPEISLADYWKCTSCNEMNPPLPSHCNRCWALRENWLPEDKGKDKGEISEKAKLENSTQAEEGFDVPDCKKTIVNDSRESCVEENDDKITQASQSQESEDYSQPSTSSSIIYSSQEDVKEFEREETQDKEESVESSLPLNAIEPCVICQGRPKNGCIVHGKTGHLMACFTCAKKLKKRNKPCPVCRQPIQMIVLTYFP
# UPR CHOP act: apoptotic UPR (CHOP) activation | CHO-CHOP luciferase reporter, luminescence; percent of tunicamycin response over DMSO baseline | activation, % at 10 µM | actives 0.34% (n = 330,000);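 active = at 10 µM dose, activation of 40% or more, normalized to positive control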;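 also: 100% = tunicamycin at 10 µg/mL and 0% = DMSO alone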
#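 Assay system: CHO-CHOP cells, stable luciferase reporter of PERK-eIF2a-CHOP signalling / Buffer or medium: F12 plus 10% serum / Compound dosing: one dose, 10 µM in 0.5% DMSO / Times: 6 h compound treatment, 37 °C / Technique: luciferase luminescence / Read-out: % reporter activation, DMSO baseline versus tunicamycin full activation / Benchmarks: tunicamycin and DMSO controls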
# tim10-1 inh: growth inhibitors of tim10-1 mutant yeast; AID 463190; actives 2.2% (n = 330,000); S. cerevisiae tim10-1 ts strain growth, BacTiter-Glo, 24 h; inhibition, % at 20 µM;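 active = inhibition of at least 40%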;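 also: mutant grown at 25 °C; 0% = DMSO wells with yeast and 100% = wells holding no yeast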
# APJ ag: APJ receptor agonism. P35414. CHO-K1 APJ PathHunter beta-arrestin, luminescence; 0% DMSO wells, 100% apelin. AID 2520. activation, % at 20 µM. actives 0.11% (n = 330,000);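 active = activation more than six SD over the plate average, tested at 20 µM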;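 also: 0% = DMSO alone and 100% = apelin-13 at 10 nM; some results filed as inactive read as strong as hits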
#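 assay system = CHO-K1 APJ beta-arrestin complementation cell line | input = cell density 1000 per well | dosing = compound 20 µM once, DMSO 1% | timing = compound 90 min 25 °C, reagent 1 h | measured by = luminescence from split beta-galactosidase complementation, Galacton Star/Emerald II substrate | read-out basis = APJ agonist activity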
# XBP1 UPR activ: adaptive UPR (XBP1) activation. CHO-XBP1 luciferase reporter, IRE1-XBP1 UPR activation, luminescence; percent of tunicamycin response, DMSO as zero. activation, % at 20 µM. actives 0.33% (n = 330,000). AID 463104;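 active = versus positive control, 20 µM dose yields 30% or more activation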;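 also: 100% = tunicamycin at 10 µg/mL and 0% = DMSO only wells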
#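 Material: CHO cell line with stable XBP1 luciferase reporter; buffer or medium: F12 medium containing 10% fetal bovine serum; compound: single point, 20 µM final compound, 1% DMSO; incubation: 6 h treatment, 37 °C; measured by: glow luminescence from Steady-Glo reagent; evaluation: activation, % of tunicamycin; control set: tunicamycin high, DMSO low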
# NALP3 yeast inh: inhibitors of NALP3 inflammasome in yeast. inhibition, % at 10 µM. AID 2825. actives 0.39% (n = 330,000). Yeast reconstituted NLRP3/ASC/caspase-1, beta-gal luminescence, 24 h;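 active = inhibition of 50% or more; inactive = inhibition below 50%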;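 also: plate controls were induced DMSO wells for no effect and uninduced yeast grown without galactose for full effect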
# tim23-1 inh: tim23-1 yeast growth inhibition; S. cerevisiae tim23-1 growth, BacTiter-Glo luminescence, 24 h; inhibition, % at 20 µM; actives 1.3% (n = 330,000); AID 463212;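 active = growth inhibition of the mutant yeast at or above 50%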;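 also: temperature-sensitive mutant grown at 25 °C; plate controls were DMSO-treated mutant yeast for no effect and medium wells lacking yeast for full effect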
# TIM10 inh: TIM10 yeast growth inhibition. S. cerevisiae TIM10 strain growth, BacTiter-Glo luminescence, 24 h. inhibition, % at 10 µM. actives 1.4% (n = 330,000). AID 463195;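 active = inhibition of 40% or more at the single tested concentration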;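 also: wild-type TIM10 isogenic control strain grown at permissive 25 °C; 0% = DMSO yeast wells and 100% = minimal medium wells without yeast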
# NR3A LBD binder: modulators (binders) of human NR3A ligand-binding domain. AID 1259313. Tm shift relative to glycine control, % at 25 µM. actives 2.5% (n = 340,000). NR3A LBD differential scanning fluorimetry, Tm shift; 0% = protein alone, 100% = glycine-bound protein;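 active = melting temperature shift of at least 10% of the positive control shift, at one fixed dose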
# Starred values were filed as active, the others as inactive; · = not tested or not shown; & = joins results of further samples.
1	Cc1ccc(N(CC2CO2)S(=O)(=O)c2ccc([N+](=O)[O-])cc2)cc1 (stereo unspecified)
2	COC(CNC(=O)c1ccc2nc(-c3ccccc3)c(-c3ccccc3)nc2c1)OC
3	CC(C)C(=O)N[C@@H]1c2ccccc2CC[C@H]1OCc1ccccc1
4	C=CCn1c(Sc2nncn2C)nc2c1c(=O)[nH]c(=O)n2C
5	CCOc1ccccc1COC(=O)c1cccc(-n2cnnn2)c1
6	CCN1CCN(c2nc(-c3ccccn3)nc3ccccc23)CC1
7	COc1ccccc1CN(C)C(=O)C(NC(=O)Cc1cccc2ccccc12)C(C)C (stereo unspecified)
8	Cc1nn(-c2ccccc2)c(Cl)c1/C=N/NC(=O)c1ccccc1F

screen / no.	1	2	3	4	5	6	7	8
Mdm2-MdmX inh	-19	0	17	6	-15	6	26	-30
UPR CHOP act	0.6	-1.2	2.8	0.5	-1.3	-1.4	1.0	5.7
tim10-1 inh	6	23	16	5	1	-35	21	2
APJ ag	1	-3	·	0	0	-4	0	-5
XBP1 UPR activ	-1	-2	0	2	1	-2	-6	5
NALP3 yeast inh	22	-12	·	8	25	14	7	42
tim23-1 inh	15	13	28	-2	-29	-98	31	37
TIM10 inh	10	8	-1	-9	12	-24	4	-3
NR3A LBD binder	-1	1	-4	0	-2	-3	-1	1

9	Cc1cc(C)c(NC(=O)COC(=O)C23CC4CC(CC(O)(C4)C2)C3)c(Cl)c1
10	O=S(=O)(NCc1cn2ccsc2n1)c1cccs1
11	COc1ccc(NC(=O)Nc2ccc3c(c2)C(=O)N([C@H](C)CO)C[C@H](C)[C@@H](CN(C)C(=O)Nc2ccc(OC)cc2)O3)cc1
12	Cc1cccc(NC(=O)c2ccccc2OCC(=O)N2CCCC2)c1C
13	CC1=C(C#N)C(=O)N(C)C(C)(C)C1
14	O=C(COC(=O)C1CCC1)Nc1ncc(Cl)cc1Cl
15	COCCCNC(=S)NCCCNc1nc2cc(C)cc(C)c2cc1C#N
16	CC(C)(C)c1ccc(S(=O)(=O)N(CCCN2CCOCC2)Cc2cccs2)cc1

screen / no.	9	10	11	12	13	14	15	16
Mdm2-MdmX inh	15	19	6	23	3	9	12	21
UPR CHOP act	-2.0	-2.6	1.1	0.3	-1.4	-1.1	0.5	0.4
tim10-1 inh	14	4	-5	-2	-1	-7	19	0
APJ ag	-1	-5	-2	-4	-1	3	-3	-5
XBP1 UPR activ	-2	2	-2	0	2	-4	6	-3
NALP3 yeast inh	3	8	10	-2	0	18	9	10
tim23-1 inh	14	3	-6	15	3	-9	0	20
TIM10 inh	10	5	1	-4	-3	-8	27	22
NR3A LBD binder	3	-1	-1	·	0	-2	-18	-1&3

17	COC(=O)c1c(C(=O)OC)c(-c2cccc(Cl)c2)n2c1CS(=O)(=O)C2
18	O=C1CN(S(=O)(=O)c2ccc(F)cc2)c2ccccc2N1
19	O=C(C1CCCN(S(=O)(=O)c2ccc(Br)s2)C1)N1CCCCCC1 (stereo unspecified)
20	CCOCCCNC(=O)CCC(=O)NNc1nc2ccccc2c2nc(C)nn12
21	C/C(=N\NC(=O)c1cccc(S(=O)(=O)N2CCCC2)c1)c1cccs1
22	CCc1ccc(NC(=O)CC2S/C(=N/N=C3CCCCCC3)NC2=O)cc1 (stereo unspecified)
23	CC1(C)CC(NC(=O)c2ccncc2)CC(C)(C)N1O
24	COC(=O)[C@@H]1C[C@]2(OC(=O)c3ccccc3)C=CC(=O)C[C@@H]2N1C(=O)OCc1ccccc1

screen / no.	17	18	19	20	21	22	23	24
Mdm2-MdmX inh	6	21	3	-41	1	2	10	94*
UPR CHOP act	-1.5	-1.1	0.3	0.2	1.9	1.2	-1.9	29
tim10-1 inh	4	0	32	1	15	17	3	39
APJ ag	-2	-4	3	-1	-1	11	-2	8
XBP1 UPR activ	-2	-5	-1	-5	-1	-2	-2	13
NALP3 yeast inh	10	14	12	13	11	19	5	15
tim23-1 inh	12	-6	49	12	22	27	0	-9
TIM10 inh	7	-2	26	5	2	14	8	-8
NR3A LBD binder	-2	2	-1	1	1	-3	0	1

# Limited to APJ ag, XBP1 UPR activ and TIM10 inh, for 3 of the compounds above:
nr	smiles	APJ ag	XBP1 UPR activ	TIM10 inh
21	C/C(=N\NC(=O)c1cccc(S(=O)(=O)N2CCCC2)c1)c1cccs1	-1	-1	2
22	CCc1ccc(NC(=O)CC2S/C(=N/N=C3CCCCCC3)NC2=O)cc1 (stereo unspecified)	11	-2	14
19	O=C(C1CCCN(S(=O)(=O)c2ccc(Br)s2)C1)N1CCCCCC1 (stereo unspecified)	3	-1	26

# Going on with the list:
25	COc1ccccc1NC(=O)CCC(=O)OCc1ccc(Cl)cc1
26	COc1ccc(OC)c(S(=O)(=O)Nc2cc3c4c(c2)C(C)C(=O)N4CCC3)c1 (stereo unspecified)
27	COc1ccc2c(c1OC)C(=O)N(c1ccc(OCc3ccccc3)cc1)C2=O
28	NC(=O)c1ccccc1NC(=O)c1cccc(C(=O)Nc2ccccc2C(N)=O)n1
29	Fc1ccccc1-c1nc2c(s1)CCc1onc(-c3ccc(Br)cc3)c1-2
30	NC(=O)c1cc([N+](=O)[O-])c(Cl)cc1NCc1cccnc1
31	COc1ccc(C(c2nnnn2CS(=O)(=O)c2ccc(C)cc2)N2CCN(Cc3ccccc3)CC2)cc1 (stereo unspecified)
32	CCC(C)(C(=O)NC1CCCCC1)N(C(=O)C1CCC(=O)N1)c1ccc(C)cc1 (stereo unspecified)

screen / no.	25	26	27	28	29	30	31	32
Mdm2-MdmX inh	-2	9	-1	37	9	-3	5	-9
UPR CHOP act	-0.4	1.2	0.9	2.1	1.1	-3.9	-0.5	-0.3
tim10-1 inh	18	8	6	9	4	-5	36	8
APJ ag	-2	-7	0	-1	-3	0	-4	4
XBP1 UPR activ	-2	-3	-4	3	2	-1	-1	0
NALP3 yeast inh	15	15	9	-1	5	0	2	4
tim23-1 inh	22	11	8	11	-3	1	12	19
TIM10 inh	4	10	16	16	15	4	13	23
NR3A LBD binder	-2	2	1	1	-15	1	1	1

33	O=[N+]([O-])c1cccc(C(=S)N2CCCC2)c1
34	COC(=O)C1=C(C)N=C2SC(C)C(=O)N2C1c1cccs1 (stereo unspecified)
35	CC(C)(C)NS(=O)(=O)c1ccc(NC(=O)CS(=O)(=O)Cc2ccccc2)cc1
36	CCOC(=O)C(C)Sc1cnccn1 (stereo unspecified)
37	CCO[C@@H]1OC(C(=O)Nc2ccccc2)=C[C@H](c2ccc(C(F)(F)F)cc2)[C@H]1CCCO
38	COc1ccccc1N1CCN(c2ccc(Cl)nn2)CC1
39	CCCCCCc1c(O)nc(SCCN(C)C)[nH]c1=O
40	CCOC(=O)C1CCN(c2cc(C)nc3ccc(OC)cc23)CC1

screen / no.	33	34	35	36	37	38	39	40
Mdm2-MdmX inh	18	0	7	-9	12	6	8	10
UPR CHOP act	-2.2	-0.3	-0.6	-1.1	1.6	-0.1	6.7	-2.5
tim10-1 inh	-3	13	-5	6	28	-23	-8	8
APJ ag	-2	0	3	-2	6	-3	0	-1
XBP1 UPR activ	-2	-2	-3	3	-1	3	-3	-3
NALP3 yeast inh	19	11	10	6	-5	17	-13	5
tim23-1 inh	8	16	-13	10	17	6	-3	13
TIM10 inh	2	16	-8	2	13	8	0	11
NR3A LBD binder	0	-5	2	0	-2	-1	-15	0

# Reformatted bar-delimited: entries from further up
no. | Structure | Mdm2-MdmX inh | UPR CHOP act | tim10-1 inh | APJ ag | XBP1 UPR activ | NALP3 yeast inh | tim23-1 inh | TIM10 inh | NR3A LBD binder
35 | CC(C)(C)NS(=O)(=O)c1ccc(NC(=O)CS(=O)(=O)Cc2ccccc2)cc1 | 7 | -0.6 | -5 | 3 | -3 | 10 | -13 | -8 | 2
36 | CCOC(=O)C(C)Sc1cnccn1 (stereo unspecified) | -9 | -1.1 | 6 | -2 | 3 | 6 | 10 | 2 | 0

# (list continues)
41	CCOc1ccc(C(c2nnnn2Cc2ccccc2)N2CCN(C(=O)c3ccco3)CC2)cc1 (stereo unspecified)
42	Nc1cc(Cl)ccc1N1CCOCC1
43	Cc1nn(C)c(C)c1NS(=O)(=O)c1ccc(N2CCCC2=O)cc1
44	CC(NC(=O)COc1ccc(-c2nnco2)cc1)c1ccc(Cl)cc1Cl (stereo unspecified)
45	COc1ccc(N2CCC(CNC(=O)Nc3ccc(Cl)cc3)C2)cc1 (stereo unspecified)
46	COCC(C)n1c(=O)sc2ccccc2c1=O (stereo unspecified)
47	COc1cc(CNCc2ccccn2)ccc1OCc1ccc(Cl)c(Cl)c1
48	Cc1ccccc1Cn1c2ccccc2c2cnn(CC(=O)NCc3ccco3)c(=O)c21

screen / no.	41	42	43	44	45	46	47	48
Mdm2-MdmX inh	-10	16	15	-13	9	-24	-52	10
UPR CHOP act	-1.1	-1.4	-0.1	-1.1	1.0	-1.1	7.2	1.2
tim10-1 inh	25	2	34	-15	6	14	18	8
APJ ag	-2	4	0	1	1	1	-3	-4
XBP1 UPR activ	0	0	0	-4	0	-2	3	-4
NALP3 yeast inh	6	17	-4	21	10	26	36	2
tim23-1 inh	23	20	16	33	-3	11	9	0
TIM10 inh	-5	-1	12	-8	6	-2	31	6
NR3A LBD binder	-5	0	-1	0	6	1	-1	0

49	O=c1c2c3c(sc2n2cnnc2n1Cc1ccccc1)CN(Cc1ccccc1)CC3
50	COc1ccc(C2=NOC(C(=O)NC(C)(C)C)C2)cc1 (stereo unspecified)
51	Cc1ccc(S(=O)(=O)NCC(c2cccnc2)N2CCc3ccccc32)cc1 (stereo unspecified)
52	COC(=O)c1ccc(CNC(=O)/C=C/c2cc([N+](=O)[O-])ccc2OC(F)F)cc1
53	C=CCSc1nc(C)c(CC(=C)C)c(=O)[nH]1
54	NC(=O)C1CCN(CC(=O)N2c3ccccc3CCc3ccccc32)CC1
55	CCOC(=O)N1CCC(NC(=O)c2sc(-n3cccc3)nc2C)CC1
56	O=C1CN(C(=O)CSc2nc3cc(Cl)ccc3c(=O)n2Cc2ccccc2)c2ccccc2N1
57	COc1ccc(CCNC(=O)CSc2ccc(-c3ccccc3)nn2)cc1
58	NC(=O)c1nnsc1Sc1c(C(N)=O)nnn1-c1cccc(N)c1

screen / no.	49	50	51	52	53	54	55	56	57	58
Mdm2-MdmX inh	-14	-16	-6	30	-13	20	23	23	5	23
UPR CHOP act	3.0	2.1	3.3	-0.7	0.6	-1.3	-0.9	2.3	2.0	-1.2
tim10-1 inh	4	14	15	8	7	1	7	32	9	4
APJ ag	-13	-1	-4	-3	-2	-7	-4	-7	1	0
XBP1 UPR activ	0	1	-2	-1	-2	-2	0	5	1	1
NALP3 yeast inh	22	24	12	23	-2	-3	17	11	15	2
tim23-1 inh	-12	2	12	0	8	13	19	37	12	-6
TIM10 inh	6	-2	4	-3	6	-15	-6	23	4	1
NR3A LBD binder	-3	-1	1	-2	0	2	-1	0	·	2

# Bioassay records (PubChem BioAssay)
